High-throughput results deposited in PubChem BioAssay by several laboratories.
ERa coact pot – enhances coactivator binding to human estrogen receptor alpha. AID 639. TR-FRET ERalpha-LBD/SRC-Cy5 coactivator binding, 2 h; 100 = basal binding, no effect. hit rate 1.3% among 86,000. coactivator binding (% of control), % at 25.6 µM. P03372; in the data active = activity above about 200%;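 also: binding measured in presence of low estradiol as agonist stimulus; 0% = peptide alone without receptor and 100% = receptor with peptide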
Target sequence (P03372 whole entry, looked up, the tested form may be a part): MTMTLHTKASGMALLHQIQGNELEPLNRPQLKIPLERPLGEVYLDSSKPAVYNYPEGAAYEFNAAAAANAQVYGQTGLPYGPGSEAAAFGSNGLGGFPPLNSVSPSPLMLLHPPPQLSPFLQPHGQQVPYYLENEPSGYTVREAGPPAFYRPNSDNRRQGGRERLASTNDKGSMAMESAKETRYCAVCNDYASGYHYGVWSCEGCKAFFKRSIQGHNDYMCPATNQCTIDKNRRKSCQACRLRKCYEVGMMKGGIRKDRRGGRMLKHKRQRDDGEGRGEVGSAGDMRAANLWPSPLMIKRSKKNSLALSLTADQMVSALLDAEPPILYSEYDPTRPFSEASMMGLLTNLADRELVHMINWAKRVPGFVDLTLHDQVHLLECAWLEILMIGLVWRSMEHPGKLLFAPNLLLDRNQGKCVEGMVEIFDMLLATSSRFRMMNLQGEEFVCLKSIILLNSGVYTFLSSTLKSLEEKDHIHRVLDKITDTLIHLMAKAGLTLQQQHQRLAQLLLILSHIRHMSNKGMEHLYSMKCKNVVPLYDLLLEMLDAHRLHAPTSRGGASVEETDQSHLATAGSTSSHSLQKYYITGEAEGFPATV
CD11b adhes enh – CD11b/CD18-fibrinogen binding enhancement; K562 CD11b/CD18 adhesion to fibrinogen, ATPlite luminescence; activation, % at 10 µM; AID 1499; P05107+P11215; hit rate 0.07% among 93,000;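 active = 10 µM primary screen giving 50% or more activity, confirmed by 40% or more on retest at that dose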; also: strong numbers were not always called active; reference of the scale not given here
Mac1 fbg inh – blocks human CD11b/CD18 adhesion to fibrinogen. P05107+P11215. K562 CD11b/CD18 adhesion to fibrinogen, ATPlite luminescence; Mn2+ added to activate the integrin. inhibition, % at 10 µM. hit rate 0.54% among 93,000. AID 1497;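 active = primary inhibition of 50% or more at 10 µM, then 40% or more on retest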; also: some results filed as inactive read as strong as hits
PLAP act – activators of human placental alkaline phosphatase. P05187. purified PLAP enzyme, luminescent substrate read-out; stronger effect = higher value. activation fold at 20 µM. hit rate 1.2% among 96,000. AID 696; in the data active = activation fold above about 2
FAK blocker – inhibitors of human focal adhesion kinase; AID 727; inhibition, %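 (tested at 7 µM)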; biochemical FAK kinase activity assay; Q05397; hit rate 0.84% among 97,000; in the data active = inhibition above about 19%;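 also: 0% = DMSO and 100% = reference compound high control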
ERa coact inh – blocks coactivator binding to human estrogen receptor alpha; AID 629; inhibition, % at 25.6 µM; TR-FRET ER-alpha LBD / SRC-1 peptide, estradiol-bound; P03372; hit rate 1.7% among 86,000; in the data active = inhibition above about 50%;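 also: 0% = receptor plus peptide control and 100% = peptide only without receptor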
ERb SRC1 inh – blocks coactivator binding to human estrogen receptor beta. Q92731. TR-FRET ER-beta LBD / SRC1-Cy5 peptide binding; receptor agonist-loaded with 1 µM estradiol. inhibition, % at 25.6 µM. hit rate 1.3% among 86,000. AID 633;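 active = compounds whose percent inhibition of the receptor-coactivator binding signal exceeds about 50% in the single-dose screen, limit read from the data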;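 also: 0% = receptor plus peptide wells without compound and 100% = peptide-only wells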
Target sequence (Q92731 whole entry, looked up, the tested form may be a part): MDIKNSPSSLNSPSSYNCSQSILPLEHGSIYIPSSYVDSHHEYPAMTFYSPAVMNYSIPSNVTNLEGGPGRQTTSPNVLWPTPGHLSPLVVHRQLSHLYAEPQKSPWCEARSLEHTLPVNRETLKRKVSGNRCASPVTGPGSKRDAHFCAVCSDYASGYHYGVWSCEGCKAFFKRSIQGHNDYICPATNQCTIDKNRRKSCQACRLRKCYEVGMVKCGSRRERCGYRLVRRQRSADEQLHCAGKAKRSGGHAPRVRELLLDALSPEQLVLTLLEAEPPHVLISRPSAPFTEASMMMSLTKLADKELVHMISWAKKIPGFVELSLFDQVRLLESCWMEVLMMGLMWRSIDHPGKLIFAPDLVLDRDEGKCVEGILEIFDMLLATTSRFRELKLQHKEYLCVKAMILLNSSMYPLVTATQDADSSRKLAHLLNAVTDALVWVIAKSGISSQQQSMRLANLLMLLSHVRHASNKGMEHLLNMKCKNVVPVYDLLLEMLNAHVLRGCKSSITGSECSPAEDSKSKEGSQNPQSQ
MT1-MMP txn act – MT1-MMP promoter transcription activation; HT1080 MT1-MMP promoter luciferase reporter, luminescence, overnight; stronger effect = higher value; activation factor at 10 µM; hit rate 0.16% among 86,000; AID 750;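 active = activation factor of at least 2 for MT1-MMP transcription at 10 µM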
Ecoli WT expand – E. coli BW25113 growth inhibition, expanded screen. OD600 absorbance. growth inhibition, % at 100 µM. hit rate 0.15% among 98,000. AID 710;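 active = growth inhibition above about 50% at one test dose, limit read from the data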;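 also: growth measured after 20 h incubation at 37 °C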
Numbers without * were called inactive; [ ] = dose if it differs, or a comment.

For CC(=O)Nc1ccc(NC(=O)CSc2nccn2Cc2ccccc2)cc1 the results were ERa coact pot 107, CD11b adhes enh -3, Mac1 fbg inh 0, PLAP act 1.1, FAK blocker -1, ERa coact inh 4[fluorescence artefact?], ERb SRC1 inh 1[fluorescence artefact?], MT1-MMP txn act 1.2 and Ecoli WT expand 2.
`COc1ccc(-c2cc(C(=O)OCC(=O)N(C)C)c3ccccc3n2)cc1` gave ERa coact pot 84, CD11b adhes enh -7, Mac1 fbg inh 3, PLAP act 1.3, FAK blocker 3, ERa coact inh -11, ERb SRC1 inh -7, MT1-MMP txn act 1 and Ecoli WT expand -3.
`COc1ccc(CNc2oc(-c3cccc4ccccc34)nc2C#N)cc1` gave ERa coact pot 110, FAK blocker 1, ERa coact inh -13, ERb SRC1 inh -8, MT1-MMP txn act 0.9 and Ecoli WT expand -32.
Screening CCCn1nnc(NC(=O)c2cc(Br)ccc2OC)n1 returned ERa coact pot 103, CD11b adhes enh -2, Mac1 fbg inh -6, PLAP act 1.4, FAK blocker 2, ERa coact inh -6, ERb SRC1 inh -5[fluorescence artefact?] and Ecoli WT expand 5.
`O=C(COC(=O)c1cccs1)Nc1ccccc1` gave ERa coact pot 114, CD11b adhes enh -2, Mac1 fbg inh 6, PLAP act 0.9, FAK blocker 3, ERa coact inh -6, ERb SRC1 inh 0, MT1-MMP txn act 1.1 and Ecoli WT expand 11.
`CCOC(=O)c1ccc(NC(=O)CCOc2ccccc2)cc1` gave ERa coact pot 659*[fluorescence artefact?], CD11b adhes enh 0, Mac1 fbg inh 0, PLAP act 0.9, FAK blocker -1, ERa coact inh -1, ERb SRC1 inh -3, MT1-MMP txn act 1.1 and Ecoli WT expand -1.
`C=CCc1c(C)nc(C)nc1N/N=C/c1ccc(F)cc1` gave ERa coact pot 100, CD11b adhes enh 0, Mac1 fbg inh -36, PLAP act 1.4, FAK blocker 1, ERa coact inh 2, ERb SRC1 inh -4, MT1-MMP txn act 1.3 and Ecoli WT expand -5.
For COC(=O)C1=C(C)n2nnnc2NC1c1cc2ccccc2o1 (stereo unspecified) the results were ERa coact pot 107, CD11b adhes enh 0, Mac1 fbg inh -8, PLAP act 1.2, ERa coact inh -5, ERb SRC1 inh 5 and Ecoli WT expand 7.
Screening C/C(=N\O)C(=O)NCCN1CCCCC1 returned ERa coact pot 139, CD11b adhes enh 4, Mac1 fbg inh 18, PLAP act 0.9, ERa coact inh 0[fluorescence artefact?], ERb SRC1 inh -10[fluorescence artefact?], MT1-MMP txn act 0.9 and Ecoli WT expand -11.
For CCNC(=S)N1C2CCC1CC(NC(=O)NC1CCCCC1)C2 (stereo unspecified) the results were CD11b adhes enh -1, Mac1 fbg inh -39, PLAP act 1.1, FAK blocker -7 and Ecoli WT expand -14.

Continued (2 carried over from the part before).
Screening C/C(=N\O)C(=O)NCCN1CCCCC1 returned ERa coact pot 139, CD11b adhes enh 4, Mac1 fbg inh 18, PLAP act 0.9, ERa coact inh 0[fluorescence artefact?], ERb SRC1 inh -10[fluorescence artefact?], MT1-MMP txn act 0.9 and Ecoli WT expand -11.
For CCNC(=S)N1C2CCC1CC(NC(=O)NC1CCCCC1)C2 (stereo unspecified) the results were CD11b adhes enh -1, Mac1 fbg inh -39, PLAP act 1.1, FAK blocker -7 and Ecoli WT expand -14.
Cc1cc(C)cc(NC(=O)CSc2nnc(-c3ccccc3C)o2)c1 was read as ERa coact pot 103, CD11b adhes enh -4, Mac1 fbg inh 6, PLAP act 1.1, FAK blocker 7, ERa coact inh -13, ERb SRC1 inh -16, MT1-MMP txn act 1 and Ecoli WT expand -6.
Screening Cc1ccc(-n2c(SCc3cn4ccsc4n3)nc3ccccc3c2=O)cc1 returned ERa coact pot 118, CD11b adhes enh 0, Mac1 fbg inh -12, PLAP act 1.7, FAK blocker -1, ERa coact inh 1, ERb SRC1 inh 7, MT1-MMP txn act 1.1 and Ecoli WT expand -13.
`COc1ccc(C(=O)CSc2nnc(C3CCCCC3)n2N)c(OC)c1` gave ERa coact pot 64[fluorescence artefact?], CD11b adhes enh 5, Mac1 fbg inh -21, PLAP act 0.8, ERa coact inh 68*, ERb SRC1 inh 18, MT1-MMP txn act 1.1 and Ecoli WT expand -4.
`O=C(c1ccc(S(=O)(=O)N2CCC(c3nc4ccccc4s3)CC2)cc1)N1CCCCC1` gave ERa coact pot 102, FAK blocker 1, ERa coact inh -20, ERb SRC1 inh -29[fluorescence artefact?] and MT1-MMP txn act 1.1.
Screening c1ccc(Cn2nnnc2C(c2ccncc2)N2CCOCC2)cc1 (stereo unspecified) returned ERa coact pot 114, CD11b adhes enh -4, Mac1 fbg inh -10, PLAP act 0.9, FAK blocker -1, ERa coact inh -9, ERb SRC1 inh -5, MT1-MMP txn act 1.2 and Ecoli WT expand -3.
`COCCn1c(CN2CCC(Cc3ccccc3)CC2)nc2c1c(=O)n(C)c(=O)n2C` gave ERa coact pot 117, CD11b adhes enh 1, Mac1 fbg inh 27, PLAP act 1.4, FAK blocker 1, ERa coact inh -1, ERb SRC1 inh 29, MT1-MMP txn act 1.1 and Ecoli WT expand -3.
Cc1ccc(SCc2cc(=O)[nH]c(N3CCN(Cc4ccccc4)CC3)n2)cc1 was read as ERa coact pot 125, CD11b adhes enh 4, Mac1 fbg inh 15, PLAP act 1, FAK blocker -4, ERa coact inh -8, ERb SRC1 inh 0, MT1-MMP txn act 1.1 and Ecoli WT expand 3.
`CC1CCCN(C(=O)c2ccncc2)C1` (stereo unspecified) gave ERa coact pot 119, CD11b adhes enh 5, Mac1 fbg inh -46, PLAP act 0.8, FAK blocker 5, ERa coact inh -9, ERb SRC1 inh -4, MT1-MMP txn act 1.1 and Ecoli WT expand -6.
For Cc1cc2cc(CN(CCCO)S(=O)(=O)c3cccc4nsnc34)c(=O)[nH]c2cc1C the results were ERa coact pot 108, CD11b adhes enh -3, Mac1 fbg inh 8, PLAP act 1.6, FAK blocker 6, ERa coact inh -8, ERb SRC1 inh -13, MT1-MMP txn act 1.2 and Ecoli WT expand -11.
C=CCc1ccc(OCC(O)COc2ccc(CC=C)cc2OC)c(OC)c1 was read as ERa coact pot 41[fluorescence artefact?], CD11b adhes enh 2, Mac1 fbg inh 6, PLAP act 2*, FAK blocker 3, ERa coact inh 21, ERb SRC1 inh 18, MT1-MMP txn act 1 and Ecoli WT expand 3.
Screening CCc1ccc(N=CC2=C(O)CC(c3ccco3)CC2=O)cc1 (stereo unspecified) returned ERa coact pot 109[fluorescence artefact?], CD11b adhes enh -4, Mac1 fbg inh -14, PLAP act 0.9, FAK blocker 1, ERa coact inh -3, ERb SRC1 inh -17, MT1-MMP txn act 1 and Ecoli WT expand 2.
For COc1ccc(NC(=O)CN(C)S(=O)(=O)c2cccc3cccnc23)cc1 the results were ERa coact pot 137, CD11b adhes enh 0, Mac1 fbg inh -14, PLAP act 1.1, FAK blocker 1, ERa coact inh -5, ERb SRC1 inh -3, MT1-MMP txn act 1 and Ecoli WT expand 3.
For Cc1csc(NC(=O)CCc2nc3ccccc3s2)n1 the results were ERa coact pot 67[fluorescence artefact?], CD11b adhes enh 36, Mac1 fbg inh -11, PLAP act 1.4, FAK blocker 1, ERa coact inh 44[fluorescence artefact?], ERb SRC1 inh 44, MT1-MMP txn act 1.4 and Ecoli WT expand -8.
Screening CCOC(=O)c1c(NC(=O)C(C)N2CCN(C(=O)c3ccco3)CC2)sc2c1CCCC2 (stereo unspecified) returned CD11b adhes enh 5, Mac1 fbg inh -13, PLAP act 1.9, FAK blocker 1 and Ecoli WT expand 6.
Screening COc1ccc(C2=Nn3c(nnc3-c3ccccc3OC)SC2)cc1OC returned PLAP act 1.1, FAK blocker -5, MT1-MMP txn act 0.3 and Ecoli WT expand 1.
Screening O=C(c1cccc(Br)c1)c1cn(-c2ccccc2)nc1C(=O)c1ccccc1 returned CD11b adhes enh 5, Mac1 fbg inh -2, PLAP act 1, FAK blocker -1 and Ecoli WT expand -9.
Screening Cc1occc1-c1nnc(SCC(=O)c2cc3ccccc3oc2=O)o1 returned ERa coact pot 150, CD11b adhes enh 3, Mac1 fbg inh -11, PLAP act 1.2, FAK blocker -4, ERa coact inh 8, ERb SRC1 inh 12, MT1-MMP txn act 1 and Ecoli WT expand -6.
COc1cc(NC(=O)c2ccc(COc3ccccc3Br)o2)cc(OC)c1OC was read as ERa coact pot 123, CD11b adhes enh 6, Mac1 fbg inh 10, PLAP act 1, FAK blocker 3, ERa coact inh -1, ERb SRC1 inh -3, MT1-MMP txn act 1.2 and Ecoli WT expand -19.
Screening O=c1ccccn1Cc1ccccc1F returned ERa coact pot 94[fluorescence artefact?], CD11b adhes enh -4, Mac1 fbg inh -8, PLAP act 1, FAK blocker -7, ERa coact inh -1[fluorescence artefact?], ERb SRC1 inh -4, MT1-MMP txn act 1.1 and Ecoli WT expand 1.
For CCOC(=O)c1nn(-c2cccc(Cl)c2)c(C)c1C(C)=O the results were CD11b adhes enh -1, Mac1 fbg inh 7, PLAP act 1.4, FAK blocker -2 and Ecoli WT expand -2.
CC(=O)OC(/C(O)=C(\C#N)c1nc2ccccc2[nH]1)c1ccccc1 (stereo unspecified) was read as ERa coact pot 114, CD11b adhes enh -4, Mac1 fbg inh -7, PLAP act 1.5, FAK blocker -3, ERa coact inh 0, ERb SRC1 inh -5, MT1-MMP txn act 1.1 and Ecoli WT expand 8.
COc1c(C(=O)Nc2c(C)n(C)n(-c3ccccc3)c2=O)ccc2ccccc12 was read as ERa coact pot 97[fluorescence artefact?], CD11b adhes enh -1, Mac1 fbg inh 0, PLAP act 1.1, FAK blocker 0, ERa coact inh -4, ERb SRC1 inh -4, MT1-MMP txn act 1.1 and Ecoli WT expand -10.
Screening C/C(CC1(O)C(=O)Nc2ccccc21)=N\O (stereo unspecified) returned ERa coact pot 94, CD11b adhes enh -2, Mac1 fbg inh -3, PLAP act 1.1, FAK blocker 0, ERa coact inh 0, ERb SRC1 inh -13, MT1-MMP txn act 1.2 and Ecoli WT expand -2.
For Cn1c(=O)n(CCN2CCOCC2)c(=O)c2c1nc1n2CCN1c1ccc(Oc2ccccc2)cc1 the results were ERa coact pot 116, CD11b adhes enh 0, Mac1 fbg inh -24, PLAP act 1.3, ERa coact inh 5, ERb SRC1 inh -4 and MT1-MMP txn act 1.1.
For C=CCn1c(SCC(=O)c2cccs2)nc2sc(CC)cc2c1=O the results were ERa coact pot 122, CD11b adhes enh 1, Mac1 fbg inh 2, PLAP act 0.8, FAK blocker 6, ERa coact inh -4, ERb SRC1 inh -9, MT1-MMP txn act 1.1 and Ecoli WT expand -10.
Screening Cn1c(-c2ccc(Cl)cc2)cnc1N returned ERa coact pot 101, CD11b adhes enh 0, Mac1 fbg inh 0, PLAP act 1.2, FAK blocker 0, ERa coact inh 3, ERb SRC1 inh 2, MT1-MMP txn act 1.1 and Ecoli WT expand 26.
O=C(CCn1c(=O)sc2ccccc21)NCc1ccccc1 was read as ERa coact pot 103, CD11b adhes enh 10, Mac1 fbg inh -10, PLAP act 0.9, FAK blocker 0, ERa coact inh 7[fluorescence artefact?], ERb SRC1 inh 2[fluorescence artefact?], MT1-MMP txn act 1 and Ecoli WT expand 7.
Screening CCOc1ccc(N2C(=O)c3cccnc3C2Nc2ccc(Cl)cc2)cc1 (stereo unspecified) returned ERa coact pot 107, PLAP act 0.9, FAK blocker 2, ERa coact inh 6[fluorescence artefact?], ERb SRC1 inh 2[fluorescence artefact?], MT1-MMP txn act 1.1 and Ecoli WT expand -5.
`CCOC(=O)N1CCN(C(=O)CSCC(=O)Nc2nc(-c3ccc(C)cc3)cs2)CC1` gave ERa coact pot 78[fluorescence artefact?], CD11b adhes enh -4, Mac1 fbg inh 14, PLAP act 1.3, FAK blocker 2, ERa coact inh 6[fluorescence artefact?], ERb SRC1 inh 20[fluorescence artefact?] and Ecoli WT expand -2.
Screening O=C1Nc2ccc(S(=O)(=O)N3CCCCCC3)c3cccc1c23 returned ERa coact pot 150, CD11b adhes enh 2, Mac1 fbg inh -11, PLAP act 1, FAK blocker 10, ERa coact inh -7, ERb SRC1 inh 4, MT1-MMP txn act 1 and Ecoli WT expand 1.

No enrichment for hits. Share with any hit: about 5.1%.
